High-throughput results from PubChem BioAssay.
TrxR1 inh – inhibitors of rat thioredoxin reductase 1; Potency, µM (doses to about 114 µM), for the others: at the highest dose activity change, negative = inhibition, actives largely listed as inhibitors; actives 1% (n = 390,000); O89049; recombinant rTrxR1, NADPH fluorescence consumption, selenite substrate; further: potency means the concentration at half of the fitted maximal effect; on the % scale 0 is the no-effect control and ±100 the full control effect; nearly all actives have a fitted effect of over 65% in size
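Rat TrxR1 (90 nM in the dispensed reagent) was pre-reduced with 400 uM NADPH for 5 min at room temperature, then incubated with compound for 15 min. After 400 uM selenite was added, NADPH fluorescence (Ex 340/Em 450 nm) was followed for 8 min.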
D2 agonist – D2 dopamine receptor (human) agonism. actives 0.53% (n = 340,000). P14416. HEK293 T-REx D2 cells, calcium flux agonist mode. activation, % at 2 µM. AID 485358;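 active means activation over 3 SD above normal in the single-dose calcium agonist read, cut at about 30% in these data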; further: 0% is about no effect
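Agonism scored from kinetic calcium signal (1 read/sec, 180 s) following compound pin transfer, after a 10 s baseline. Cells: HEK293 Trex line expressing inducible D2 receptor coupled to calcium, dye-loaded after overnight culture at 30 C.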
TRHR ag – TRH receptor (human) agonism; P34981; TRHR cells, calcium flux fluo-8, FDSS agonist mode; activation, % at 2 µM; actives 0.18% (n = 360,000); in the data active means activation above about 30%; further: 0% is about no effect
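Read-out: compound-evoked intracellular calcium rise in TRHR cells, fluo-8 dye, kinetic FDSS fluorescence at 1 s/cycle following a 10-cycle baseline. Cells cultured overnight before dye loading (30 min–1.5 h, RT).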
TRHR enhancer – allosterically enhances the human TRH receptor | TRHR cells, fluo-8 calcium fluorescence, EC20 TRH enhancement | enhancement, % at 2 µM | actives 0.66% (n = 360,000); in the data active means enhancement above about 30%; further: 0% is about no effect
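Enhancer read-out: after compound pinning and an initial kinetic agonist-mode read, an EC20 of TRH (10 nM final) was injected and fluo-8 calcium signal (Ex 480/Em 530) followed at 1 s/cycle for 100 cycles in TRHR-expressing cells.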
D2 antag – antagonists of human D2 dopamine receptor; P14416; HEK293 TREx D2 cells, calcium flux, dopamine EC80; inhibition, % at 10 µM; actives 2% (n = 340,000); in the data active means inhibition above about 30%; further: 0% is about no effect
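Measurement of antagonist activity uses fluorescent calcium dye in inducible HEK293 T-REx D2 cells: 10 s baseline, compound addition with 180 s read, EC80 dopamine addition with a further 180 s read.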
USP1-UAF1 inh – USP1/UAF1 (human) deubiquitinase inhibition; O94782; AID 743255; actives 0.23% (n = 390,000); recombinant USP1/UAF1, Ub-Rhodamine cleavage fluorescence; Potency, µM (highest dose often 57.1 µM), inactives show at the highest dose activity change, negative = inhibition, most hits filed as inhibitors; further: potency means the concentration at half of the fitted maximal effect; on the % scale 0 is the no-effect control and ±100 the full control effect; nearly all actives have a fitted effect of over 60% in size; inactives centre near -12
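High-throughput fluorogenic screen: 1nM USP1/UAF1 complex, Ub-Rho substrate 150nM final, 50mM HEPES pH 7.8 with 0.5mM EDTA, 0.1 mg/ml BSA, 1mM TCEP and 0.01% Tween-20.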
TrxR1 substrate – substrates of rat thioredoxin reductase 1. O89049. purified TrxR1 substrate turnover, NADPH consumption readout. Potency, µM (highest dose often 114 µM), for the others: top-dose activity change, negative = substrate turnover. actives 0.01% (n = 390,000). AID 588456; further: potency means the concentration at half of the fitted maximal effect; on the % scale 0 is the no-effect control and ±100 the full control effect; nearly all actives have a fitted effect of over 50% in size
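Rat TrxR1, dispensed at 90 nM, was prereduced with 400 uM NADPH (final) for 5 min at ~22 deg C, then incubated with compound 15 min before 400 uM selenite. A first-read NADPH fluorescence drop versus no-compound background flagged substrates.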
mIDH1 inhibitor – blocks human mutant IDH1 R132H enzyme | AID 602179 | actives 0.093% (n = 390,000) | O75874 | IDH1-R132H enzyme, NADPH consumption, diaphorase/resazurin fluorescence | Potency, µM (top dose mostly 76.6 µM), inactives show at the highest dose activity change, negative = inhibition, hits mostly inhibitors; further: potency means the concentration at half of the fitted maximal effect; on the % scale 0 is the no-effect control and ±100 the full control effect; nearly all actives have a fitted effect of over 65% in size
Target sequence (O75874 whole entry R132H, stated change not applied): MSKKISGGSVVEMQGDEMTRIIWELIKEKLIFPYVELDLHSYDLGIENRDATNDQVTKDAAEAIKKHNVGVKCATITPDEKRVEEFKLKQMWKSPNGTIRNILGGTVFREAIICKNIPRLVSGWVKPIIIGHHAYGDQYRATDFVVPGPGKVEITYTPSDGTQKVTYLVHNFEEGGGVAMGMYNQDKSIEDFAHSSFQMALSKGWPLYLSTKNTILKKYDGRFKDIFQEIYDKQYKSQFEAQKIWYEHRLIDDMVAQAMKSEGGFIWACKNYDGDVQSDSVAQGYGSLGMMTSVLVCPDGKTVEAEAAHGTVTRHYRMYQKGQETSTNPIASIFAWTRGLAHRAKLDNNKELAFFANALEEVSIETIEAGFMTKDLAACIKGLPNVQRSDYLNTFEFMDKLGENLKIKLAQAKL
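IDH1-R132H (0.5 ug/mL) preincubated 30 min with compound, then NADPH (0.016 mM) and alpha-KG (2 mM) added; 80 min at RT, pH 7.5. Remaining NADPH coupled via diaphorase/resazurin to fluorescence (540/590 nm); concentration-response curves normalized to no-enzyme control.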
PI4K2A inh – blocks human PI4K2A kinase activity; AID 1346378; actives 0.13% (n = 420,000); Q9BTU6; purified PI4K2A, ADP-Glo luminescence, 1 h; stronger effect = lower value; activity change, negative = inhibition, % at 76.9 µM; in the data active means activity change below about -50%; inconclusive means mostly about -30% to -49%;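 further: -100% = wells without enzyme as full effect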
Target sequence (Q9BTU6 whole entry, looked up): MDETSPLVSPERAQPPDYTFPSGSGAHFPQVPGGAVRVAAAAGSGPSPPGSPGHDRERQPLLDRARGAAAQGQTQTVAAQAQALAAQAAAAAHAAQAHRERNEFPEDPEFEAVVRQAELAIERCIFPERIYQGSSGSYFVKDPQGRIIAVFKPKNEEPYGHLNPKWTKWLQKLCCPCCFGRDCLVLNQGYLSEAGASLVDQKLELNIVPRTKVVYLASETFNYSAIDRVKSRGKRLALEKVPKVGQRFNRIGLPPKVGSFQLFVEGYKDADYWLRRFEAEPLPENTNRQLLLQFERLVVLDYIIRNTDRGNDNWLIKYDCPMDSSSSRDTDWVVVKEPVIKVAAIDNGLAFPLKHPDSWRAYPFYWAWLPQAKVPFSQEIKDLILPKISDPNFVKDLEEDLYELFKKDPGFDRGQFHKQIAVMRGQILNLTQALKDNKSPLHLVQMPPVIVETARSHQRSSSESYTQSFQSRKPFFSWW
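In this quantitative HTS, ADP production by PI4K2A was quantified luminescently after 1 h at ambient temperature; 100 microM adenosine served as plate-quality control.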
Starred values were filed as active, the others as inactive; u = inconclusive; x = no result given; & = joins results of further samples; [ ] = remark or other dose. Unless noted, the call rests on the fitted dose curve; in most records, active means well fitted inhibition curve with a large enough effect; inconclusive means small, poorly fitted or top-dose-only effect; inactive means no such curve, though single readings can be large or run the other way.

SMILES	TrxR1 inh	D2 agonist	TRHR ag	TRHR enhancer	D2 antag	USP1-UAF1 inh	TrxR1 substrate	mIDH1 inhibitor	PI4K2A inh
COc1ccc(C)cc1NC(=O)CN(C)S(=O)(=O)c1ccc2c(c1)c(=O)n(C)c(=O)n2C	13%[57.1 µM]	1.0&-0.7	-0.1&0.1	-2&-4	-22	-12%&1%	6%[57.1 µM]	1%&1%	-2&0
Cc1c(C)c2c(OCC(=O)NCc3ccco3)cc3c(c2oc1=O)CCC(C)(C)O3	1%	0.6	-0.3	-15	30*	-20%	46%[activator]	7%	-2
CN(C)c1nc(N(C)C)c2cnn(C)c2n1	17%[57.1 µM]	x	x	x	x	-9%	13%	0%	3
O=C(c1cc(-c2ccco2)nc2ccccc12)N(Cc1nnc(-c2ccc(Cl)cc2)o1)C1CC1	u	-0.4	-0.4	-3	-3	-2%	88%[activator]	-3%	-7
Cc1cc(C(=O)CN2C(=O)NC3(CCCCCC3)C2=O)c(C)n1C	u	0.5	0.5	-6	19	-7%	-4%	4%	4
Cc1c(C(=O)OCC(=O)N2CCN(c3ccccc3)CC2)oc2ccccc12	19%[57.1 µM]	x	x	x	x	u	10%[57.1 µM]	8%	6
COC(=O)c1ccc2c(c1C(=O)OC)CN(S(=O)(=O)C(C)(C)C)[C@@H]2CCO	11%	x	x	x	x	-13%	2%	-4%	1
COc1ccccc1C(=O)NC(=O)COC(=O)CNC(=O)c1ccccc1F	26%	x	x	x	x	-14%	4%	-11%	-1
CCOc1ccc(CCNC(=O)c2ccc3c(=O)[nH]c4c(C(=O)NC(C)C)sc(=S)n4c3c2)cc1	34%	-3.3	-0.1	-2	24	-14%	4%	-5%	1
COC(=O)c1c(NC(=O)CCCC(=O)O)sc2c1CCCCC2	-16%[57.1 µM]	-0.4	-0.2	1	-7	-14%	-5%	-1%	5
COc1cc2c(cc1OC)[C@@H]1Cc3cc4c(cc3[C@H](C2)N1C)OCO4	20%	-0.3	0.4	4	-4	-29%	5%	25%	0
CN(Cc1ccc(F)cc1)C(=O)c1ccc(NC(=O)CC2SC(N3CCCC3)=NC2=O)cc1 (stereo not given)	5%	x	-0.4	10	x	-3%	1%	0%	-3
CCOc1cc(C2C3=C(CCCC3=O)N(CCC(=O)O)C3=C2C(=O)CCC3)ccc1OS(=O)(=O)c1ccc(C)cc1	-16%	-1.0	-0.1	-3	-8	-15%	271%[activator]	0%	3
Cc1nnc(SCC(=O)N2CC(=O)Nc3ccccc32)n1C	-11%	1.2	0.8	6	7	-2%	-7%	0%	4
COc1cc(Cn2nnc3ccccc32)cc(Br)c1O	16%	0.3	1.0	0	-19	-22%	4%	-4%	-2
Cc1ccc(/C=N/NC(=O)C[n+]2ccccc2)s1	-2%	0.7	0.5	5	3	-12%	-6%	-7%	-7
CC1(C)C(=O)OC(c2cccs2)C(C)(C)C1=O (stereo not given)	12%	-0.5	0.2	3	-12	-16%	5%	3%	0
O=C(/C=C/c1ccccc1Cl)OCC(=O)c1ccc[nH]1	-11%	0.8	3.6	2	3	-6%	-14%	5%	3
Nc1nc2c(s1)C(=O)CCC2	0%[57.1 µM]	-0.4	0.1	3	2	-14%	5%[57.1 µM]	2%	-9
Cc1ccc(CNC(=O)C2CCN(S(=O)(=O)c3cc(-c4noc(C)n4)ccc3C)CC2)cc1	16%[57.1 µM]	0.0	-0.5	5	x	-6%	5%[57.1 µM]	14%	2
CCOC(=O)C1=C(C)N(CCCC(=O)O)C(=O)NC1c1ccccc1OS(=O)(=O)c1ccc(C)cc1 (stereo not given)	6%	-0.7	0.1	0	-4	-15%	-4%	-7%	2
CCSc1nnc(NC(=O)CC)s1	23%	-1.4	0.3	2	12	-2%	3%	-8%	-1
CS(=O)(=O)NCc1nnc(SCC(=O)NC2CCCCC2)n1-c1ccc(F)cc1	7%[57.1 µM]	0.2	1.3	3	0	-21%	-9%[57.1 µM]	5%	-5
COc1cccc(CN2c3ccccc3-c3nc(SCC(=O)Nc4cccc(C)c4)ncc3S2(=O)=O)c1	4%	1.1	2.2	4	x	-17%	11%	-6%	-1
C=C1C(=O)OC2CC1C(O)CC(C)=CCCC(C)=CC(O)CC2C (stereo not given)	-7%[11.4 µM]	x	x	x	x	-9%	6%[57.1 µM]	-5%	3
CCCc1nc2ccc(N)cc2c(=O)n1Cc1ccccc1Cl	8%[57.1 µM]	-0.2	0.2	-5	8	-3%	28%[57.1 µM]	2%	2
O=C(NCCCN1CCCCCC1)c1ccc(N2CCCC2=O)cc1	-7%	0.0	0.1	-1	-8	-11%	0%	3%	3
CCc1ccc(OCC(O)Cn2c(N3CCCCC3)nc3c2c(=O)[nH]c(=O)n3C)cc1 (stereo not given)	26%	0.6	-0.2	8	-3	-27%	5%	-2%	2
Cc1cc(Cl)c2oc(C(=O)N(C)CCc3cnn(C)c3)c(C)c2c1	-6%	-0.2	-0.7	-10	-10	-26%	-7%	-7%	-3
O=C(C1CCCCC1)N(Cc1ccccc1)c1ccccn1	9%[57.1 µM]	-0.1	0.1	1	-18	-5%	7%[57.1 µM]	1%	3
COC(=O)c1[nH]c2cc(OC)ccc2c1NC(=O)c1nonc1C	-11%	0.0	-0.4	-2	-1	-11%	-5%	3%	2
Cc1nc2ccccc2c(=O)n1/N=C/c1ccccc1O	20%	0.1	0.5	16	-15	-28%	3%	3%	0
OC[C@@H]1CCCN1Cc1nc(-c2cccs2)no1	-9%	-0.3	0.0	-20	2	-21%	-3%	8%	10
CCOc1ccc(N(CC(=O)NCc2ccc(OC)cc2)S(=O)(=O)c2c(C)[nH]c(=O)[nH]c2=O)cc1	-2%&12%	-0.5	0.4&-0.1	-5&9	x	-13%&2%	-7%&5%	-9%&-6%	-18&-2
Cc1ccc(NC(=O)c2c(C)nc3sc(C(=O)Nc4ccc(F)cc4)c(N)c3c2-c2ccc(C)o2)c(C)c1	5%	x	1.9	13	x	u	-2%	-11%	-3
CCOC(=O)c1c(C)cc(C)[nH]c1=O	10%[57.1 µM]	0.6	2.1	2	9	0%	6%	7%	2
CCOC(=O)c1sc2nc(N3CCOCC3)c3c(c2c1N)CCCC3	10%	0.6	0.1	1	2	-10%	22%	-1%	10
COc1ccc(S(=O)(=O)Nc2cccc3c2O[C@H](CN(C)S(=O)(=O)c2ccc(Cl)cc2)[C@H](C)CN([C@H](C)CO)C3=O)cc1	-16%[57.1 µM]	x	x	x	x	-16%	-5%[57.1 µM]	-9%	1
CCOC(=O)CNC(=O)OC1CCN2Cc3ccccc3N=C12 (stereo not given)	21%[57.1 µM]	2.4	1.0	10	-14	-17%	16%[57.1 µM]	4%	456
CCCOC(=O)c1ccc(OCC(O)CN2C(=O)NC(C)(C)C2=O)cc1 (stereo not given)	12%	0.3	1.1	8	8	-19%	4%	-5%	-4
Cn1c(=O)oc2cc(S(=O)(=O)Nc3ccc4c(c3)OCO4)ccc21	15%	-0.4	2.4	0	-3	-14%	-7%	0%	-3
CCOc1cc(C(=O)N/N=C/c2ccoc2)cc(OCC)c1OCC	17%	-0.3	0.3	4	9	-25%	1%	-6%	-2
Cc1ccc(C)c(NC(=O)CSc2nc3[nH]ncc3c(=O)[nH]2)c1	6%[57.1 µM]	-0.9	0.5	19	2	-4%	4%	-12%	0
COc1ccc(S(=O)(=O)n2cnc3cc(C)c(C)cc32)cc1C	-2%	-0.1	-0.8	-6	-4	9%	0%	-3%	-2
COc1ccc(Cl)cc1C(=O)N1CCC2(CC1)CC(=O)c1ccccc1O2	1%	0.3	-0.2	0	7	-15%	15%	2%	4
CS(=O)(=O)c1ccc(Cl)c(C(=O)Nc2ccc3nc(N4CCOCC4)sc3c2)c1	-10%	-0.4	0.0	5	-4	-14%	-2%	-6%	2
COc1ccc(C(=O)NCCS(=O)(=O)N2CCN(Cc3ccccc3)CC2)cc1	22%[57.1 µM]	-0.5	0.1	-1	10	-5%	13%[57.1 µM]	-1%	-7
C/C(=N/NS(=O)(=O)c1ccc(C)cc1)c1ccc(NC(=O)C(F)(F)F)cc1	1%	1.3	-1.1	3	2	-28%	-6%	-3%	-1

5 compounds out of the list, sorted by number of heavy atoms, largest number first.
SMILES	TrxR1 inh	D2 agonist	TRHR ag	TRHR enhancer	D2 antag	USP1-UAF1 inh	TrxR1 substrate	mIDH1 inhibitor	PI4K2A inh
CS(=O)(=O)c1ccc(Cl)c(C(=O)Nc2ccc3nc(N4CCOCC4)sc3c2)c1	-10%	-0.4	0.0	5	-4	-14%	-2%	-6%	2
C/C(=N/NS(=O)(=O)c1ccc(C)cc1)c1ccc(NC(=O)C(F)(F)F)cc1	1%	1.3	-1.1	3	2	-28%	-6%	-3%	-1
CCOC(=O)c1sc2nc(N3CCOCC3)c3c(c2c1N)CCCC3	10%	0.6	0.1	1	2	-10%	22%	-1%	10
Cn1c(=O)oc2cc(S(=O)(=O)Nc3ccc4c(c3)OCO4)ccc21	15%	-0.4	2.4	0	-3	-14%	-7%	0%	-3
CCOC(=O)CNC(=O)OC1CCN2Cc3ccccc3N=C12 (stereo not given)	21%[57.1 µM]	2.4	1.0	10	-14	-17%	16%[57.1 µM]	4%	456

The results go on.
SMILES	TrxR1 inh	D2 agonist	TRHR ag	TRHR enhancer	D2 antag	USP1-UAF1 inh	TrxR1 substrate	mIDH1 inhibitor	PI4K2A inh
Cc1ccc(NC(=O)CCCC(=O)O)c(-c2nc3ccccc3[nH]c2=O)c1	30%	0.3	-0.3	-3	-6	-7%	4%	11%	-3
CC(C)C(=O)N=c1sc2cccc(F)c2n1C	1%	x	-0.3	-6	x	4%	-7%	4%	5
CCCc1cc(C(=O)NNC(=S)Nc2cccc(C)c2)cs1	-5%	-1.7	-0.9	4	-21	-19%	-4%	-3%	2
CCOc1ccc(C(C)=O)cc1NC(=O)/C=C\C(=O)O	-1%	-0.5	-2.6	-1	1	-16%	-5%	0%	-1
CCN(CC)c1ccc(C2C(C(=O)Nc3ccccn3)=C(C)NC3=C2C(=O)CC(C)(C)C3)cc1 (stereo not given)	6%[57.1 µM]	2.0	0.1	-2	10	-18%	11%	2%	3
CCOC(=O)COc1ccccc1/C=C\[N+](=O)[O-]	2.8µM*	7.5	7.0	0	-7	-14%	-2%	5%	19
